# Screening results (PubChem)
# FBPA Giardia inh – qHTS Assay for Inhibitors of Fructose-1,6-bisphosphate Aldolase from Giardia Lamblia. Potency, µM (titrated, usually from 59.6 µM), without a hit: at the top dose activity, negative = inhibition, actives largely listed as inhibitors. purified Giardia FBPA. hit rate 0.71% among 290,000. AID 2451, 2010; note: potency is the fitted concentration of half-maximal effect; % is set by controls: 0 for no effect and ±100 for the full control effect; nearly all actives have a fitted effect of over 55% in size
# Target sequence (A8B2U2 whole entry, looked up): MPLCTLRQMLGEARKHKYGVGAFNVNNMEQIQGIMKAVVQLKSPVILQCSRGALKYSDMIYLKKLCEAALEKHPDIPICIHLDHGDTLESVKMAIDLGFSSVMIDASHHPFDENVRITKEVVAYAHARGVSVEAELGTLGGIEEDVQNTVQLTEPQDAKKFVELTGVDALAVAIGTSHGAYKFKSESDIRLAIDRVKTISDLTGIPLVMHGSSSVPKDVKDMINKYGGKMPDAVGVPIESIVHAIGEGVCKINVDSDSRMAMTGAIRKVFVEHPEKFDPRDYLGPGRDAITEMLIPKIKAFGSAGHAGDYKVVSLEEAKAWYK
#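 Giardia FBPA (40 nM reagent) was preincubated 10 min at RT with compound (up to 57.5 uM final), then substrate plus GAPDH/TPI/NAD/arsenate coupling system with diaphorase/resazurin was added; resorufin fluorescence (525/598 nm) was read after 20 min.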
# Cycloheximide cs – Cycloheximide Counterscreen for Small Molecule Inhibitors of Shiga Toxin; max response, %; AID 2314, 2010; cell reporter, cycloheximide protein synthesis inhibition counterscreen; hit rate 12% among 300,000; in the data active = max response mostly above about 13%, no sharp cut-off; inactive = mostly below about 14%; note: read at 38.3 µM for the half of the compounds with a filed dose; 0% is about no effect
# Shiga toxin inh – A qHTS for Small Molecule Inhibitors of Shiga Toxin. hit rate 9.2% among 290,000. Vero cells, Shiga toxin protein synthesis inhibition reporter. inhibition, % at 38.7 µM; in the data active = inhibition mostly above about 28%, no sharp cut-off; inactive = mostly below about 43%; note: 0% is about no effect
# Pf growth 48h – Primary qHTS for delayed death inhibitors of the malarial parasite plastid, 48 hour incubation. P. falciparum luciferase growth in erythrocytes, 48 h. Potency, µM (doses to about 28.7 µM), inactives show top-dose activity change, negative = inhibition, hits mostly inhibitors. hit rate 5.9% among 310,000. AID 504832, 2011; note: potency is the fitted concentration of half-maximal effect; % is set by controls: 0 for no effect and ±100 for the full control effect
#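 First compound was added to culture medium, then infected red cells at 0.1% parasitemia and 2% hematocrit (final). After incubation at 37 C under 5% CO2, luciferase detection reagent was dispensed and light output recorded.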
# Sm TGR inh – qHTS Assay for the Inhibitors of Schistosoma Mansoni Peroxiredoxins | Schistosoma mansoni thioredoxin glutathione reductase (TGR), Q962Y6 | purified TGR, DTNB reduction, TNB absorbance 405 nm | Potency, µM (doses to about 114 µM), for inactives: at the highest dose activity change, negative = inhibition, hits mostly inhibitors | hit rate 3% among 360,000; note: potency is the fitted concentration of half-maximal effect; % is set by controls: 0 for no effect and ±100 for the full control effect; nearly all actives have a fitted effect of over 60% in size
#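 TGR 20 nM + NADPH 100 uM (dispensed conc.), cpd preinc 15 min RT; start with NADPH (500 uM addition) then DTNB (15 mM addition). Kinetic TNB absorbance, 405 nm filter. Four-parameter Hill fit across titration.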
# Pf growth 96h – Primary qHTS for delayed death inhibitors of the malarial parasite plastid, 96 hour incubation; AID 504834, 2011; Potency, µM (titrated, usually from 28.7 µM), inactives show at the top dose activity change, negative = inhibition, usual class: inhibitors; hit rate 6.9% among 320,000; P. falciparum luciferase reporter growth, 96 h; note: potency is the fitted concentration of half-maximal effect; % is set by controls: 0 for no effect and ±100 for the full control effect
#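 Plates of compound plus infected erythrocytes (2% hematocrit, 0.05% parasitemia final) incubate 96 hours, 37 C, 5% CO2. Detection reagent added; reduced luminescence from the parasites' luciferase reporter flags inhibition.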
# * hit, by the source's call; u = inconclusive; x = not tested or not shown; [ ] = another dose, or the depositor's remark. Unless noted, calls come from the whole dose curve; as a rule, active = well fitted curve in the direction sought with a large enough effect; inconclusive = small, poorly fitted or top-dose-only effect, or another doubt; inactive = no such curve, though single readings can be large; an effect the other way counts as inactive or inconclusive.
# Results follow in this order: Pf growth 48h	Sm TGR inh	Cycloheximide cs	Pf growth 96h	FBPA Giardia inh	Shiga toxin inh
S=c1[nH]nc(C2CCCCC2)n1/N=C/C=C/c1ccccc1
    -12%	11%	-5	u	4%	-12
O=C(CN1C(=O)NC2(CCCC2)C1=O)NCCc1ccc(Cl)cc1Cl
    -8%	3%	x	2%	x	x
O=C(CNC(=O)c1ccncc1)N/N=C/c1cc(Br)ccc1OCc1ccccc1
    1%	5%	-2	90%[activator]	-12%	6
CCOC(=O)c1cnc2c(ccc3ccccc32)c1NCCN(C)C
    0%	-9%	10	12%	-1%	28
CCOC(=O)C(=CNc1cc(C)ccc1C)C(=O)OCC
    11%	-30%	-2	47%[activator]	1%	-14
COc1ccc(CC(=O)NCc2nnc(SCCOc3ccccc3)n2C)cc1
    -8%	2%	2	-25%	2%	-7
CCOC(=O)C1=C(CS(=O)(=O)c2ccccc2)NC(=O)NC1c1ccc(OC)c(OC)c1 (stereo not drawn)
    38%[activator]	5%	-3	17%	0%	-2
Cc1ccc(N(C(=O)c2snc(C(N)=O)c2N)C(C(=O)NC2CCCC2)c2ccco2)cc1 (stereo not drawn)
    13µM*	40µM*	8	15%	0%	-3
CCOC(=O)c1c(NC(=O)CC)sc(C(=O)NC2CCCC2)c1C
    5%	-12%	-3	-26%	14%	16
Cc1nn(Cc2cccc(C(=O)NC3CCCCC3)c2)c(C)c1Cl
    1%	-18%	9	-10%	1%	27
Cc1ccc([N+](=O)[O-])c(-c2n[nH]c(=S)n2-c2cccc(Cl)c2)c1
    8%	11%	-2	1%	12%	-5
O=C(COc1ccc2ccc(=O)oc2c1)N1CCc2ccccc21
    277%[activator]	5%	-1	1%	2%	12
CCn1cc(/C=N/NS(=O)(=O)c2ccc(C)cc2)c(C)n1
    x	-14%	0	u	-18%	1
Cc1ccc(S(=O)(=O)NC(C)C(=O)N2CCOCCOCCOCC2)cc1 (stereo not drawn)
    47%[activator]	-21%	2	30%[activator]	-4%	-10
Cc1cc(C)cc(NS(=O)(=O)c2c(C(=O)N3CCCCCC3)c(C)n(C)c2C)c1
    -43%	6%	4	u	1%	-9
CCc1ccc(N2CC(C(=O)Nc3cccc(C(=O)NC4CC4)c3)CC2=O)cc1 (stereo not drawn)
    -16%	7%	x	-25%	x	x
COc1ccc(S(=O)(=O)N2CCOCC2)cc1NC(=O)CSc1n[nH]c(=O)n1C1CC1
    25%	-9%	-1	60%[activator]	5%	-7
O=C(NCCOCCOCCNC(=O)c1cccnc1)c1cccnc1
    36%[activator]	0%	17*	6%[5.75 µM]	1%	38
CCCC(C)NC(=O)CSc1nnc2ccccn12 (stereo not drawn)
    -3%	-7%	1	-20%	4%	6
CN(Cc1cccs1)CC(O)COCc1ccco1 (stereo not drawn)
    -15%	u	3	12%	7%	1

# Single records (already shown). Order of values: Pf growth 48h	Sm TGR inh	Cycloheximide cs	Pf growth 96h	FBPA Giardia inh	Shiga toxin inh
# O=C(CNC(=O)c1ccncc1)N/N=C/c1cc(Br)ccc1OCc1ccccc1 in the list: 1%	5%	-2	90%[activator]	-12%	6
# CCOC(=O)C1=C(CS(=O)(=O)c2ccccc2)NC(=O)NC1c1ccc(OC)c(OC)c1 (stereo not drawn) in the list: 38%[activator]	5%	-3	17%	0%	-2
# CCOC(=O)c1c(NC(=O)CC)sc(C(=O)NC2CCCC2)c1C in the list: 5%	-12%	-3	-26%	14%	16
# S=c1[nH]nc(C2CCCCC2)n1/N=C/C=C/c1ccccc1 in the list: -12%	11%	-5	u	4%	-12
# CCn1cc(/C=N/NS(=O)(=O)c2ccc(C)cc2)c(C)n1 in the list: x	-14%	0	u	-18%	1

# Further results follow:
# Results follow in this order: Pf growth 48h	Sm TGR inh	Cycloheximide cs	Pf growth 96h	FBPA Giardia inh	Shiga toxin inh
Cc1cc(=O)oc2cc(OCC(=O)NCCCN3CCOCC3)ccc12
    29%	5%	-1	u	10%	27
Cn1c(=S)[nH]c2scc(-c3cccs3)c2c1=O
    u	2%	9	11%	7%	-9
C=C(C)Cn1c(SCC(=O)N/N=C/c2ccccc2)nc2ccccc2c1=O
    4%	-1%	-2	-1%	1%	-15
CC(=O)Nc1ccc(NC(=O)c2cc(S(=O)(=O)N3CCCCC3)ccc2C)cc1
    -16%	9%	x	u	x	x
C=CCOc1cccc(C2/C(=C(\O)c3ccc4c(c3)OCCO4)C(=O)C(=O)N2CCN2CCOCC2)c1 (stereo not drawn)
    6%	-9%	-7	u	x	15
Cc1cc(C)cc(N2CC(C(=O)Nc3cc(C)on3)CC2=O)c1 (stereo not drawn)
    18%	-3%	-4	12%	11%	-11
CC(OC(=O)c1cc(S(=O)(=O)N2CCOCC2)ccc1F)C(=O)NC1CCCC1 (stereo not drawn)
    -13%	-3%	x	19%	x	x
COc1ccc(NC(=O)COC(=O)CCOc2ccccc2C)cc1Cl
    4%	2%	x	4%	x	x
Cc1cc(/C=N/N2CCN(C)CC2)c(C)n1-c1ccc(Cl)cc1
    12µM*	u	2	u	-13%	9
C=CSc1sc(Cl)c(N2CCOCC2)c1[N+](=O)[O-]
    8.3µM*	x	15	25%	1%	20
N=C(N)Cc1ccccc1Sc1ccccc1
    -19%	3%	-6	3%	-1%	-17
S=c1nc(C23CC4CC(CC(C4)C2)C3)[nH][nH]1
    14%	2%	6	4%	0%	-5
COC(=O)c1ccc(CN2CCCC(CNC(=O)Cc3ccc(OC)cc3)C2)cc1 (stereo not drawn)
    21%	5%	1	u	15%	-4
O=C(Nc1cc(C(F)(F)F)ccc1Cl)C(NCc1ccccc1)c1ccccc1 (stereo not drawn)
    10µM*	9%	-2	9.3µM*	-4%	-5
N#Cc1cccc(NC(=O)Cn2c3[n+](c4ccc(C(F)(F)F)cc42)CCCCC3)c1
    5.2µM*	5%	-1	0.83µM*	5%	-1
CCN(CCCNC(=O)CN(C)S(=O)(=O)c1cccc2nsnc12)c1cccc(C)c1
    u	-12%	-4	8.3µM*	-5%	-10
Cc1ccc(-n2c(SCC(=O)N3CCCCC3)nc(O)c(Cc3ccccc3)c2=O)cc1
    7%	8%	16	1%	x	22
CCCCCCCCN=Cc1c(O)[nH]c(=O)[nH]c1=O
    25%	10%	3	-14%	1%	27
Cc1ccc(OCC(=O)NCCCNC(=O)c2cccnc2)cc1
    -5%	1%	-4	-26%	-3%	-2
CC1CCC2(CC1)NC(=O)N(CC(=O)c1cccn1C)C2=O (stereo not drawn)
    9%	12%	-3	3%	-5%	-35

# Results follow in this order: Pf growth 48h	Sm TGR inh	Cycloheximide cs	Pf growth 96h	FBPA Giardia inh	Shiga toxin inh
O=C(CSc1nnc(-c2ccc(Br)cc2)n1CCc1ccccc1)NC1CCS(=O)(=O)C1 (stereo not drawn)
    -7%	5%	-2	-25%	5%	13
O=C(CCc1ccccc1)Nc1cc(NC(=O)CCc2ccccc2)cc(C(=O)O)c1
    -7%	5%	-2	23%	11%	-4
CCOC(=O)CN1C(=O)S/C(=C/c2ccc(OC)c([N+](=O)[O-])c2)C1=O
    -5%	4%	-1	u	0%	-13
COc1ccc(/C=C/C(=O)N2CCN(c3ccccn3)CC2)cc1
    8%	50%[activator]	24*	-12%	x	30*
CC(C)CC(=O)N1CCN(Cc2ccc(Br)cc2)CC1
    39%	-3%	-2	u	u	-7
O=c1/c(=C/c2ccc([N+](=O)[O-])cc2)sc2n1CCCN=2
    98%[activator]	3%	35*	116%[activator]	-8%	46*
Cc1ccc(C)c(OCCC(=O)OC(C)C(=O)Nc2c(C)n(C)n(-c3ccccc3)c2=O)c1 (stereo not drawn)
    -3%	0%	x	13%	x	x
O=C(NC(=S)Nc1ccccc1N1CCOCC1)c1ccccc1F
    u	-13%	-2	-1%	x	-10
COc1cc(C(=O)Sc2ccc(C)cc2)cc(OC)c1OC
    -28%	-21%	2	u	-1%	-12
Cc1ccc(NC(=O)NNC(=O)c2cc3ccccc3cc2O)cc1
    25%	1%	-1	0%	14%	-4
CC1=CC(C)(C)N2C(=O)C3(C(C#N)=C(N)Oc4cc(O)ccc43)c3c(C)c(C)cc1c32 (stereo not drawn)
    x	-4%	-5	u	-1%	-6
CCCC(=O)N1CCN(c2nc3c(OC)ccc(Cl)c3s2)CC1
    1%	-8%	2	u	7%	-9
CCOC(=O)N1CCC(NC(=O)C2CCCN(C(=O)N3CCOc4ccccc43)C2)CC1 (stereo not drawn)
    u	-33%	1	1%	6%	-13
O=c1[nH]c(=S)[nH]c(O)c1N=Nc1ccc2c(c1)OCO2
    42%[activator]	2%	23*	33%[activator]	-6%	46*
COc1ccc(-c2cc(C(=O)OCC(=O)N(C)C3CCS(=O)(=O)C3)c3ccccc3n2)cc1OC (stereo not drawn)
    41%[activator]	-3%	17*	-3%	0%	52
Cc1cc(C(=O)N/N=C2/CC(C)CC(C)(C)C2)c(C)o1 (stereo not drawn)
    -2%	-1%	31*	2%	-8%	77*
CC1(C)CC2(C)OCCN2C(=S)N1 (stereo not drawn)
    5%	-20%	0	14%	-7%	-1
CCO[C@H]1OC(C(=O)N2CCN(Cc3ccccc3)CC2)=C[C@@H](C)[C@@H]1CCCO
    4%	-35%	-1	0%	5%	-7
O=C(Cc1ccccc1Cl)Nc1cc(S(=O)(=O)N2CCOCC2)ccc1N1CCOCC1
    u	6%	x	10µM*	x	x
N#C/C(=C/c1ccc(-c2ccc(C(=O)O)c(Cl)c2)o1)C(=O)NCC1CCCO1 (stereo not drawn)
    20%	-7%	-5	0%	0%	-11

# Results follow in this order: Pf growth 48h	Sm TGR inh	Cycloheximide cs	Pf growth 96h	FBPA Giardia inh	Shiga toxin inh
CNC[C@H](O)c1ccc(O)cc1
    5%[12.8 µM]	x	x	-3%[12.8 µM]	-6%[21.7 µM]	x
COc1ccc(OC)c(-n2c(SCC(=O)Nc3cc(C)on3)nnc2-c2c[nH]c3ccccc23)c1
    x	0%	-2	4.7µM*	-6%	-14
CCc1cccc(CC)c1NC(=O)CO/N=C(\N)CC(=O)NC1CCCCC1
    u	-12%	-4	-34%[5.75 µM]	5%	-8
CCCOc1ccc(C(F)(F)F)cc1NC(=O)CN1C(=O)C(=O)N(CC)C1=O
    -27%	2%	x	-7%	x	x
O=C(Cn1cc(C(F)(F)F)ccc1=O)NCCc1ccc(Cl)cc1Cl
    u	-1%	-1	u	1%	-6
Fc1ccccc1NC(=S)Nc1ccc(CN2CCOCC2)cc1
    144%[activator]	-34%	23*	20%	-6%	66*
COc1ccc(OC)c(-n2c(-c3ccn[nH]3)n[nH]c2=S)c1
    u	-5%	2	u	u	-2
O=C(COC(=O)CCc1ccccc1)NCc1ccccc1
    -19%	-24%	x	-20%	x	x
COc1cc(/C=C2/C(=O)ON=C2C)ccc1OCc1cccc(F)c1
    10%	-10%	28	-10%	-22%	55*
COc1cccc(CNC(=O)c2ccccc2NC(=O)C2=C(C)OCCS2)c1OC
    u	-3%	3	u	2%	15
CC(=O)N1CCc2cc(S(=O)(=O)CCC(=O)N(C)c3cc(C)ccc3C)ccc21
    -15%	u	7	u	0%	23
COc1cccc(CN2CCN(c3cccc(C(F)(F)F)c3)CC2)c1OC
    -29%	1%	-2	x	-24%	8
Cc1noc2ncnc(N3CCCC3)c12
    3%	1%	-2	-9%	5%	-1
Cc1cccn2c(=O)c(C=O)c(N3CCC4(CC3)OCCO4)nc12
    -27%	-18%	9	-7%	-1%	-9
O=C(CSc1nc(-c2ccccc2)cs1)NCCN1C(=O)CSC1=O
    48%[activator]	4%	30*	94%[activator]	3%	38
